# ERK EGF inh: qHTS Assay for Inhibitors of the ERK Signaling Pathway using a Homogeneous Screening Assay; Stimulation with EGF; HEK293-V1b, EGF-stimulated phospho-ERK AlphaScreen; 0.41% of 130,000 active; Potency, µM (doses to about 11.5 µM), for inactives: at the top dose activity change, negative = inhibition, actives largely listed as inhibitors; active = well fitted inhibition curve with a large enough effect; inconclusive = small, poorly fitted or top-dose-only effect, or effect the other way;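 also: plate controls were stimulated vehicle wells for no effect and unstimulated vehicle basal for full effect; nearly all actives have a fitted effect of over 55% in size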
#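 V1b-HEK293, 1% FBS o/n; cpd 30 min 37C; EGF 25 nM final, 5 min; lyse 10 min; AlphaScreen beads 5 h RT. Normalized DMSO basal vs EGF max; Hill AC50.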
# Active calls of the source: *; ? = inconclusive; & = joins results of further samples; [ ] = another dose, or the depositor's remark. Potency is read from the fitted curve at half-maximal effect. Only part of the results is shown; count on the stated rates, not on these rows.
SMILES,ERK EGF inh
COc1ccc(NC(=O)c2ccc(-c3ccccc3C(F)(F)F)o2)cc1,3.7%
O=C(CNC(=O)c1cccs1)NCC(=O)OCC(=O)c1ccc([N+](=O)[O-])cc1,-2.0%
CN(C)CCCNC(CC(=O)Nc1cccc([N+](=O)[O-])c1)C(=O)O (stereo not drawn),11.0%
S=c1[nH]ccn1-c1ccc(Cl)cc1,-3.6%
O=C(Nc1cc(Cl)ccn1)C1(c2ccccc2)CC1(Cl)Cl (stereo not drawn),-1.7%[57.5 µM]
O=C(N/N=C/c1ccc(-c2cccc(C(F)(F)F)c2)o1)c1ccccc1O,8.3%
N#CCCn1cc(/C=N/NC(=O)c2ccncc2)c(-c2ccc(F)cc2)n1,-6.1%
O=[N+]([O-])c1ccccc1S(=O)(=O)N1CCN(CC2CC3C=CC2C3)CC1 (stereo not drawn),?
CC(Sc1nnnn1-c1ccccc1)C(=O)Nc1ccccc1-c1ccccc1 (stereo not drawn),-1.6%
CC(C)n1cnc2c(N(C)c3cccc(Cl)c3)nc(N(CCO)CCO)nc21,5.6%[57.5 µM]
CCOC(=O)c1cnc2c(cnn2C)c1NCCCn1ccnc1,-9.9%
COc1ccc(OC)c(NC(=O)C(=O)NCCC2=CCCCC2)c1,1.0%
COC(=O)CSc1ccsc1C(=O)O,5.8%
COC(=O)c1cccc(NC(=O)Nc2ccccc2OC)c1,-7.9%[57.5 µM]
O=C(NCCN1CCOCC1)c1cc(-c2cccs2)on1,3.0%
COc1cc(-c2nc(-c3ccccc3)c(-c3cc([N+](=O)[O-])ccc3C)[nH]2)cc(OC)c1OC,-6.1%
CC(=O)NCCCOc1ccc([N+](=O)[O-])cc1Cl,4.4%[57.5 µM]
CN(C)c1nc(=S)nc(NCc2ccccc2)[nH]1,31.6%
CC(C)N1CCN(CC#Cc2ccccc2)CC1CCO (stereo not drawn),-5.7%
Cc1cccc(C)c1NC(=S)N(CCN1CCCCCC1)Cc1ccco1,2.6%
COc1ccc(Br)cc1CNC(=O)C1CCN(S(=O)(=O)N2CCC(C)CC2)CC1,7.8%
CCCSc1nnc(CSc2ncccn2)n1C,-27.1%
Cc1ccc(NC(=O)/C=N/OCC(=O)NCc2ccccc2Cl)cc1,-9.3%[57.5 µM]
Cc1nc(Nc2cccc(O)c2)c2c3c(sc2n1)CCC3,-0.9%[57.5 µM]
CN(C)CCc1cc2c(c3c1ccc1ccccc13)OCO2,-11.8%
CCc1ccccc1NS(=O)(=O)c1ccc2[nH]cc(C(=O)NCC3CCCO3)c(=O)c2c1 (stereo not drawn),10.1%[57.5 µM]
CC1=CC(C)C2(CO)COC(c3cccnc3)C1C2C (stereo not drawn),-8.0%
CC(O)c1nc2ccccc2n1CCCCOc1ccccc1 (stereo not drawn),10.6%
COc1cc(C2C3=C(CC(C)(C)CC3=O)Nc3c2c(=O)[nH]c(=O)n3Cc2ccccc2)ccc1O (stereo not drawn),15.5%
COc1cc(/C=C2/C(=O)NN(c3cccc(F)c3)C2=O)ccc1OC(=O)c1ccco1,?
CN(Cc1cc(=O)n2ccsc2n1)C1CCCCC1,-2.7%
CCCCOc1ccc(N2C(=O)CC(N(CCc3ccccc3)C(=O)/C=C/C(=O)O)C2=O)cc1 (stereo not drawn),3.9%
Cc1cc(Cl)cc2c1NC(=O)[C@]21[C@@H]2C(=O)N(Cc3ccccc3)C(=O)[C@@H]2[C@@H]2CCCN21,2.0%[57.5 µM]
O=C(CCN1CCCC1)c1cccs1,21.3%[57.5 µM]
COc1ccc(CNc2ccc(C)cc2)cc1Br,2.3%
N=c1c2c(ncn1CCCO)Oc1cc(O)ccc1C2c1ccccc1 (stereo not drawn),2.1%[57.5 µM]
CCc1nnc(NC(=O)c2cc(OC)c(OC)cc2[N+](=O)[O-])s1,-16.1%
Cc1cc(C)n2nc(SCC(=O)Nc3ccccc3)nc2n1,-4.1%
O=C(Cn1cnc2c(nnn2Cc2ccc(Cl)cc2)c1=O)N1CCN(c2ccccc2)CC1,-10.5%[57.5 µM]
O=C(O)CC12CC3CC(C1)CC(n1ncc(NCc4ccc5c(c4)OCO5)c(Cl)c1=O)(C3)C2,-3.0%
O=C(COC(=O)c1ccc(Br)cc1)NCc1ccccc1,-5.5%
Cc1cc(C)nc(NC(=O)CSc2nn(-c3ccccc3)c(=S)s2)n1,-1.1%[57.5 µM]
CCOc1ccc2c(c1)C(N(CCN1CCOCC1)C(=S)Nc1ccccc1OC)CC(C)(C)O2 (stereo not drawn),2.3%
O=C1/C(=C/Nc2cccc([N+](=O)[O-])c2)CCc2ccccc21,-2.2%
COc1cccc(NC(=S)N(CCN(C)C)C(C)c2cccnc2)c1 (stereo not drawn),4.6%
COc1ccc(-n2nc([N+](=O)[O-])c(=NCc3ccc4c(c3)OCO4)n2O)cc1,2.0%
CCOc1ccc(C2C(C(=O)c3cccs3)=C(O)C(=O)N2Cc2cccnc2)cc1OC (stereo not drawn),4.0%
Cc1cccc(Nc2nc(-c3ccncc3)cs2)c1,?
O=C(Nc1ccc([N+](=O)[O-])cc1)C1(c2ccccc2)CCOCC1,-0.7%
OC(CCCN1CCC(O)(c2ccc(Cl)cc2)CC1)c1ccc(F)cc1 (stereo not drawn),-8.2%[57.5 µM]
S=C(NCC1CCCO1)N1CCN(c2cccc(Cl)c2)CC1 (stereo not drawn),-20.9%
COc1ccc(NC(=O)[C@@H](NC(N)=O)C(C)C)cc1Cl,-7.0%
COC(=O)c1ccc(C(=O)OC)c(NC(=O)COC(=O)c2ccc(OC)c(OC)c2OC)c1,-3.2%
CN(C)S(=O)(=O)c1ccc(C(=O)Nc2nc(-c3ccccc3)c(C(=O)c3ccccc3)s2)cc1,4.9%
CN(C)c1nc(N(C)C)nc(N(C#N)CCOc2ccccc2)n1,1.4%
O=[N+]([O-])c1ccc(Cl)c(CN2CCC(O)CC2)c1,5.1%
Cc1ccc(N(C(C)C(=O)Nc2cccc(N(C)S(C)(=O)=O)c2)S(C)(=O)=O)cc1 (stereo not drawn),11.1%
Cc1cc(SCC(=O)Nc2ccc(O)cc2)n2nc(C)c(-c3ccccc3)c2n1,11.2%[57.5 µM]
Cc1cc2c(C)nc(N/N=C/c3ccccc3)nc2o1,8.3%
CCOC(=O)CCCSc1nnc(CCCCCN2C(=O)c3cccc4cccc(c34)C2=O)o1,-7.7%

# More records follow.
SMILES,ERK EGF inh
O=C(CNC(=O)C1CCCCC1)OCc1cc(=O)oc2ccc3ccccc3c12,-0.2%
CCOC(=O)C1=C(CC)Nc2ccccc2N=C1N,10.2%
COc1ccc(C(=O)NCc2nnc(SCC(=O)Nc3nc4ccc(C)cc4s3)o2)cc1OC,7.8%
O=C(COC(=O)CNC(=O)c1ccccc1F)Nc1cccnc1Cl,1.6%
Cc1c(N=C(N)/N=C(\N)Nc2ccccc2)c(=O)n(-c2ccccc2)n1C,0.9%
COCCn1c(=O)c(-c2cccs2)nc2cnc(Oc3cccc(Cl)c3)nc21,?
CNC(=O)c1[nH]cnc1C(=O)N[C@@H](CC(C)C)C(=O)OC(C)(C)C,-4.7%[57.5 µM]
Nn1c(SCC(=O)Nc2cccc(S(N)(=O)=O)c2)nnc1C1CC1,-8.6%
Cc1ccc(C)c(OCCn2c(=O)c3c(ncn3C3CCCC3)n(Cc3ccccc3)c2=O)c1,?
CCC(C)(C)c1ccc(OCCCC[n+]2cccc(C)c2)c(C(C)(C)CC)c1,?
CCOc1ccc(-c2nnc3ccc(SCC(=O)Nc4cc(C)on4)nn23)cc1,1.2%
O=C(O)c1cc(C(F)(F)F)nc2ccccc12,-2.4%&-5.4%
CCNC(=O)CC1SC(=Nc2ccc(C)cc2)NC1=O (stereo not drawn),8.3%
Cc1ccccc1OCCn1cc(/C=C(\C#N)C(=O)NCc2ccco2)c2ccccc21,29.1%
Cc1cccc(C)c1NC(=O)c1cccc(COc2cc(Cl)ccc2Cl)c1,9.6%
Cc1onc(-c2ccccc2)c1CNS(=O)(=O)c1ccc(F)cc1F,6.8%[57.5 µM]
CC(C)CNC(=O)c1oc2ccccc2c1COc1ccccc1,-2.5%
Cc1ccc(NC(=S)NC2CCN(Cc3ccccc3)CC2)cc1,3.2%
Cc1cc(C)c(S(=O)(=O)N2CCCOC2CNC(=O)C(=O)NCc2cccs2)c(C)c1 (stereo not drawn),5.5%
CC(C)OC(=O)c1cccc(NC(=O)c2ccccc2)c1,0.9%

# 15 successive compounds out of the list so far, quoted:
SMILES,ERK EGF inh
COCCn1c(=O)c(-c2cccs2)nc2cnc(Oc3cccc(Cl)c3)nc21,?
CNC(=O)c1[nH]cnc1C(=O)N[C@@H](CC(C)C)C(=O)OC(C)(C)C,-4.7%[57.5 µM]
Nn1c(SCC(=O)Nc2cccc(S(N)(=O)=O)c2)nnc1C1CC1,-8.6%
Cc1ccc(C)c(OCCn2c(=O)c3c(ncn3C3CCCC3)n(Cc3ccccc3)c2=O)c1,?
CCC(C)(C)c1ccc(OCCCC[n+]2cccc(C)c2)c(C(C)(C)CC)c1,?
CCOc1ccc(-c2nnc3ccc(SCC(=O)Nc4cc(C)on4)nn23)cc1,1.2%
O=C(O)c1cc(C(F)(F)F)nc2ccccc12,-2.4%&-5.4%
CCNC(=O)CC1SC(=Nc2ccc(C)cc2)NC1=O (stereo not drawn),8.3%
Cc1ccccc1OCCn1cc(/C=C(\C#N)C(=O)NCc2ccco2)c2ccccc21,29.1%
Cc1cccc(C)c1NC(=O)c1cccc(COc2cc(Cl)ccc2Cl)c1,9.6%
Cc1onc(-c2ccccc2)c1CNS(=O)(=O)c1ccc(F)cc1F,6.8%[57.5 µM]
CC(C)CNC(=O)c1oc2ccccc2c1COc1ccccc1,-2.5%
Cc1ccc(NC(=S)NC2CCN(Cc3ccccc3)CC2)cc1,3.2%
Cc1cc(C)c(S(=O)(=O)N2CCCOC2CNC(=O)C(=O)NCc2cccs2)c(C)c1 (stereo not drawn),5.5%
CC(C)OC(=O)c1cccc(NC(=O)c2ccccc2)c1,0.9%

# (further entries)
SMILES,ERK EGF inh
COc1ccccc1-c1ccc(SCC(=O)N2CCOCC2)nn1,0.1%
CCOC1OC(=O)C(Cl)=C1Nc1cc(C)ccc1C (stereo not drawn),-3.4%
COc1ccc(Br)cc1CN(C)CC(=O)Nc1cccc(S(N)(=O)=O)c1,0.1%
COC(=O)c1ccccc1NC(=O)C(=O)NCC1CCCO1 (stereo not drawn),5.8%
O=C(O)CC1(CC(=O)Nc2ccc3ccccc3n2)CCCCC1,1.2%[57.5 µM]
CCOC(=O)c1c(C)[nH]c(C(=O)N2CCN(c3ccc(OC)cc3)CC2)c1C,1.8%
O=[N+]([O-])c1ccc(NC(=S)N2CCOCC2)cc1,8.0%
CCN(c1ccccc1)S(=O)(=O)c1ccc(Cl)c(NC(=O)COC(=O)c2cc(O)c3ccccc3c2O)c1,?
COc1ccc(C(CNC(=O)c2cncc(Br)c2)N(C)C)cc1 (stereo not drawn),-25.6%
O=C(NCC(=O)N(Cc1ccccc1)C(C(=O)NC1CCCCC1)c1ccco1)c1ccco1 (stereo not drawn),10.1%
Cc1cc(C(=O)Cn2cnc3cc([N+](=O)[O-])ccc3c2=O)c(C)n1CC1CCCO1 (stereo not drawn),2.3%
COc1ccc(OCc2cccc(C(=O)N3CCCC3)c2)cc1,12.4%
COc1ccc(C(=O)NC(=S)Nc2ccc(NC(=O)c3ccco3)cc2)cc1[N+](=O)[O-],-0.7%
CN(Cc1ccccn1)Cc1cn(Cc2ccccc2)nc1-c1ccc2c(c1)OCO2,0.2%
Cc1cc(F)ccc1S(=O)(=O)Nc1ncnc2sccc12,5.2%
CC(=O)Nc1ccc(/C(C)=N/NC(=O)CN(c2ccccc2Br)S(C)(=O)=O)cc1,5.5%
COc1cccc(CNC(=O)C2CCC(CNc3nc(=S)[nH]c4ccccc34)CC2)c1 (stereo not drawn),26.0%
CC1(C(=O)NCC2CC2)C=CC2(CCCCC2)N1C(=O)c1ccccc1 (stereo not drawn),-0.5%
CCC(C)(C)NC(=O)CN(C(=O)CCC(=O)Nc1cc(C)ccn1)c1ccc2c(c1)OCCO2,0.3%
O=C(COC(=O)c1ccncc1)c1ccc(Br)cc1,-9.8%
CC(C)c1ccc(NCCC(=O)c2cccs2)cc1,-0.1%
O=C(Nc1ccccc1)Nc1ccc(Br)cc1F,-5.6%
O=C(CSc1nnnn1-c1ccc(Cl)cc1)NNC(=O)c1ccc([N+](=O)[O-])cc1,-4.2%
O=C(NCCc1ccncc1)Nc1ccc(F)cc1,-5.8%[57.5 µM]
O=C(O)Cc1ccc(-c2ccccc2)cc1,-3.4%[25.7 µM]
CCS(=O)(=O)N1N=C(c2cccs2)CC1c1cc2cc(C)ccc2nc1Cl (stereo not drawn),6.2%[57.5 µM]
CC(C)(C)c1ccc(C(=O)O)c(C(=O)c2ccc(C(=O)O)cc2)c1,0.2%[57.5 µM]
CN(C)c1ncc2ncc(=O)n(CCC#N)c2n1,2.2%
O=C(COC(=O)c1ccc2c(c1)OCO2)Nc1ncc(Cl)cc1Cl,1.5%
CN(C)CC1CCCCC1OC(=O)c1ccc(Br)cc1 (stereo not drawn),5.4%
CCOC1=C/C(=C/c2c(N)n3oc(C)cc3nc2=O)C=CC1=O,-4.3%
COc1ccc(CNC(=O)C2CCCN2S(=O)(=O)c2ccc(F)cc2)cc1 (stereo not drawn),7.1%
COc1ccc(/C(O)=C2\C(=O)C(=O)N(CCN3CCOCC3)C2c2ccccc2OC)cc1 (stereo not drawn),1.1%
COc1ccc(C(=O)OCC(=O)NC(C)(C)C)cc1[N+](=O)[O-],-6.7%
O=C(CNC(=O)c1ccccc1)Nc1ccsc1C(=O)O,-2.3%
Cc1nc(CNS(=O)(=O)c2cccs2)cs1,7.0%
CC(=O)c1ccc(N2CCN(C(=O)Cn3c(=S)[nH]c4ncccc4c3=O)CC2)cc1,30.5%
O=[N+]([O-])c1cccc(-c2ccc(/C=N/NC(=S)NCc3ccco3)o2)c1,-3.0%[57.5 µM]
CCCCCC(=O)NNC(=O)c1ccc(F)cc1,6.3%
